Bioassay records (PubChem BioAssay)
S1P3 antagonist: S1P3 receptor antagonists, primary screen, cell-based; CHO S1P3 NFAT-BLA reporter, FRET fluorescence, antagonist mode; inhibition, % at 4.98 µM; AID 485, 2006; Sphingosine 1-phosphate receptor 3 (Homo sapiens), Q99500; hit rate 0.27% among 170,000;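 active = inhibition above the plate cutoff, the mean inhibition of test wells on that plate plus 3 SD, cut at about 28% in these data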;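 note: cells challenged with S1P at its EC80 of 0.8 µM; blue over green emission ratio from cleaved BLA substrate after 4 h stimulation; 0% = S1P-stimulated wells and 100% = unstimulated DMSO-only wells; some compounds past the cut are filed as inactive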
Target sequence (Q99500 whole entry, looked up): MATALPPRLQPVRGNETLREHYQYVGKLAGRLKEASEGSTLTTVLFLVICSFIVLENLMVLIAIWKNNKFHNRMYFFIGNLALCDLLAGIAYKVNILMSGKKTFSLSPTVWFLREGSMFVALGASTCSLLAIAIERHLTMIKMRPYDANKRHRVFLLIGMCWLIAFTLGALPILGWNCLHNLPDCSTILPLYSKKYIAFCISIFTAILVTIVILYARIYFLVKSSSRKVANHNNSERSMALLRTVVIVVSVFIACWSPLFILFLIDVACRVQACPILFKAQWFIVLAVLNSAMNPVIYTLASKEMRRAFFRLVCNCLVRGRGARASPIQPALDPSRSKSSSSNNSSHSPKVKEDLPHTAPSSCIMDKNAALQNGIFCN
PMI act hi M6P: human PMI activators, high substrate, primary screen, biochemical, fluorescence intensity, near-saturating mannose 6-phosphate; Mannose-6-phosphate isomerase (Homo sapiens), P34949; coupled PMI enzyme assay, resazurin fluorescence, 20 min; active compounds read high; 1 = untreated enzyme, 0 = substrate-free blank; activation factor at 20 µM; hit rate 0.34% among 190,000; AID 1216, 2008;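 active = activation factor of 2 or more at 20 µM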
Target sequence (P34949 whole entry, looked up): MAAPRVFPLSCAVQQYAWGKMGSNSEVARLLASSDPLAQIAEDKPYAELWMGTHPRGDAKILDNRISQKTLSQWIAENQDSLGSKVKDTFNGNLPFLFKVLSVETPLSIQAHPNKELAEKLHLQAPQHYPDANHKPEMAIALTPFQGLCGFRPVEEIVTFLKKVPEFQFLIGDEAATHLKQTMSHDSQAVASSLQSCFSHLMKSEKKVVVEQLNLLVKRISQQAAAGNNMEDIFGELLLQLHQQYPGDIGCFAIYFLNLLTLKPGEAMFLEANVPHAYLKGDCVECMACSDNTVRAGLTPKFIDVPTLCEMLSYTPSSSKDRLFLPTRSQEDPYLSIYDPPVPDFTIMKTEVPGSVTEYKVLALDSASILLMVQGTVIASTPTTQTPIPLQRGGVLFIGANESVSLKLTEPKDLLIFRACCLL
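Material: human phosphomannose isomerase with PGI, G6PDH, diaphorase coupling enzymes; amount: PMI at 15 ng/mL final; also added: Mannose-6-phosphate 1.0 mM (near-saturating) plus 0.22 mM NADP+; incubation: enzyme reaction with compound 20 min at room temperature; signal: resorufin fluorescence (Ex 544/Em 590 nm) from resazurin via diaphorase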
G6PDH counter: L. mesenteroides G6PDH inhibitors, counter-screen for G6PDH-coupled screening assays, biochemical, Leuconostoc mesenteroides enzyme. glucose-6-phosphate dehydrogenase [Leuconostoc mesenteroides]. Purified L. mesenteroides G6PDH, diaphorase/resazurin coupled fluorescence, 45 min. inhibition, % at 5 µM. hit rate 0.12% among 200,000. AID 1020, 2008
Lmaj promast: Leishmania major promastigote growth inhibition, primary screen. Leishmania major promastigotes, resazurin fluorescence viability. inhibition, % at 10 µM. hit rate 9% among 200,000;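 note: promastigotes grown with compound for 44 hours at 28 °C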
RAM inhibit: inhibitors of the yeast RAM network, primary screen, dse1pr::URA3 reporter, 5-FOA selection | S. cerevisiae dse1pr::URA3 reporter, 5-FOA growth OD615, 2 d; analog-sensitive cbk1-as2 kinase mutant strain | inhibition, % at 50 µM | hit rate 1.8% among 190,000;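 active = inhibition above a set limit, 3 SD over mean compound inhibition, cut at about 8.4% in these data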;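 note: 0% = DMSO-only wells with no growth and 100% = 10 µM 1-NA-PP1 full growth; inhibition rescues growth on 5-FOA so higher OD means more RAM inhibition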
Diaphorase inh: diaphorase inhibitors and chemical oxidizers, primary screen, counter-screen for diaphorase-coupled primary assays, biochemical, uHTS, resorufin fluorescence; diaphorase resazurin-to-resorufin fluorescence, NADH, 16 min; bacterial (C. kluyveri) enzyme, not human; inhibition, % at 20 µM; hit rate 0.69% among 190,000; AID 1217, 2008;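 active = primary screen inhibition at 20 µM above a set limit, cut at about 50% in these data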;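 note: plate controls were DMSO with full reaction for no effect and wells lacking NADH for full effect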
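System: Diaphorase enzyme from Clostridium kluyveri | Amount: Enzyme working solution with 0.14 U/mL diaphorase | Benchmarks: No-NADH positive control and DMSO neutral control | Signal: Fluorescence of resorufin formed from resazurin, Ex 544/Em 590 nm | Schedule: 16-min room-temperature incubation before reading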
Diaphorase act: compounds boosting diaphorase resazurin reduction – biochemical, uHTS, resorufin fluorescence, counter-screen for diaphorase-coupled primary assays, primary screen | Diaphorase/resazurin coupled assay, 16 min; active compounds read high; 1 = vehicle wells, 0 = NADH-free wells | activation factor at 20 µM | hit rate 0.005% among 190,000;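 active = diaphorase activity raised at least twofold by the compound at 20 µM; inactive = activation factor below 2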
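Measured by – red resorufin fluorescence at 544/590 nm excitation/emission · Test system – Clostridium kluyveri diaphorase, purified enzyme · Incubation – reaction time 16 min, room temperature · Buffer or medium – 50 mM HEPES pH 7.4 with 4.542 mM MgCl2, 0.005% Tween 20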
PMI act: activators of human PMI, primary screen, biochemical, fluorescence intensity, near-Km mannose 6-phosphate; Mannose-6-phosphate isomerase (Homo sapiens), P34949; purified human PMI, coupled resazurin fluorescence, 20 min; active compounds read high; 1 = vehicle control, 0 substrate-free wells; activation factor at 20 µM; hit rate 0.005% among 190,000;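 active = activation factor of 2 or more at 20 µM, relative to plate controls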
Hsp70 act: Hsp70 transcriptional activators, primary screen, cell-based, HeLa, Hsp70 promoter luciferase, luminescence, 10 µM; AID 1203, 2008; activation, % at 10 µM; hit rate 0.04% among 200,000; HeLa Hsp70 promoter luciferase reporter; scaled: vehicle 0, proteasome-inhibitor control 100%;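 active = activation above the mean across all tested compounds plus 3 SD, cutoff set per campaign, cut at about 5.5% in these data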;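 note: 100% = MG132 at 30 µM as the positive control and 0% = DMSO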
TLR4 MyD88 comp: inhibitors of TLR4-MyD88 association in cells, primary screen, cell-based, HeLa CL3-4, BLA complementation, FRET ratio. Toll-like receptor 4 (Homo sapiens) + Myeloid differentiation primary response protein …. HeLa CL3-4 TLR4/MyD88 BLA complementation. inhibition, % at 8.4 µM. hit rate 0.18% among 200,000. AID 861, 2007; in the data active = inhibition above about 25%;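 note: 0% = vehicle and 100% = reference inhibitor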
Redox H2O2 prof: compounds producing H2O2 with reducing agent – biochemical, NIH compound library profiling, artefact control for MLSCN library redox annotation, primary screen | DTT-dependent redox cycling H2O2, phenol red/HRP absorbance; 100% = 100 µM peroxide control, 0% = buffer | activation, % at 10 µM | hit rate 0.03% among 200,000;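 active = activation of at least 50% relative to the plate's high and low controls in the primary single-dose screen; inactive = activation below 50%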;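 note: compound incubated with DTT at 0.8 mM final as the reducing agent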
Numbers without * were called inactive; x = not tested or not shown. Cut-off read from the data, not from the text of the source, unless noted: active = inhibition above about 50%; inactive = the rest.

SMILES	S1P3 antagonist	PMI act hi M6P	G6PDH counter	Lmaj promast	RAM inhibit	Diaphorase inh	Diaphorase act	PMI act	Hsp70 act	TLR4 MyD88 comp	Redox H2O2 prof
O=c1[nH]c2ccccc2n1CCC1CCCCC1	x	1	18	-1	-1.7	6	0.9	1	-0.1	-2	0.3
COC(=O)c1ccc(C(=O)OC)c(NC(=O)CN2CCC(C)CC2)c1	7	1	1	4	1.1	8	0.9	1	0.0	-11	0.1
Cc1ccc(C(=O)NCC(=O)OCC(=O)c2ccc3c(c2)NC(=O)CO3)cc1	1	1.1	-5	-7	4.6	5	0.9	1.3	-0.4	8	0.0
O=C(O)/C=C/C(=O)N(Cc1ccccc1)Cc1ccco1	-5	0.9	5	2	-0.9	8	0.9	0.8	-0.4	-3	0.2
CSc1ccc(/C=N/NC(=O)COc2ccc(Br)cc2Cl)cc1	15	0.9	-15	-10	0.6	-5	1.1	0.9	-0.4	3	0.7
COc1ccc(-n2nnc3c(=O)n(Cc4cc(C)ccc4C)cnc32)cc1	-23	1	2	3	2.4	1	1	0.9	-0.1	-14	-0.3
CCN(CC)C(=O)c1sc(NC(=O)Cc2cccs2)c(C#N)c1C	17	0.9	10	-10	1.8	20	0.8	1	-0.4	4	2.1
C=CCOC(=O)C1=C(C)NC(SC)=C(C#N)C1c1ccc(OCC)cc1 (stereo unspecified)	10	0.9	2	38	2.4	34	0.7	0.8	-0.2	2	-1.4
CC(NC1CCCCC1)C(=O)NN=C(c1ccccc1)c1ccccc1 (stereo unspecified)	7	0.9	21	27	1.9	33	0.7	0.9	0.2	2	1.2
CSc1nc2nccc(-c3ccc(Oc4ccccc4)cc3)n2n1	x	1	1	37	2.0	12	0.9	1	-0.3	3	0.1
COc1ccccc1NC(C)C(=O)Nc1ccc(C(C)=O)cc1 (stereo unspecified)	6	0.7	15	-1	0.8	24	0.8	0.8	-0.4	-2	-0.2
CCN(CC)S(=O)(=O)c1cccc(NC(=O)COC(=O)c2n[nH]c(=O)c3ccccc23)c1	9	0.5	-8	-3	1.4	10	0.9	0.9	-0.3	-1	-1.8
FC(F)(F)c1cc(-c2cccs2)nc(-n2cc(Br)cn2)n1	x	1	1	2	4.3	24	0.8	0.9	0.1	-11	-0.8
Cc1cc2nc(SCC(=O)N(C)C)c3c(c2cc1C)CCCC3	x	1	4	93*	-1.7	18	0.8	1	-0.2	-21	-3.0
O=[N+]([O-])c1cccc(/C=N/n2c(COc3ccccc3)n[nH]c2=S)c1	x	0.9	9	-5	7.5	33	0.7	0.8	-0.5	10	0.2

Seven of the compounds above, as a markdown table.
| structure | S1P3 antagonist | PMI act hi M6P | G6PDH counter | Lmaj promast | RAM inhibit | Diaphorase inh | Diaphorase act | PMI act | Hsp70 act | TLR4 MyD88 comp | Redox H2O2 prof |
| --- | --- | --- | --- | --- | --- | --- | --- | --- | --- | --- | --- |
| CC(NC1CCCCC1)C(=O)NN=C(c1ccccc1)c1ccccc1 (stereo unspecified) | 7 | 0.9 | 21 | 27 | 1.9 | 33 | 0.7 | 0.9 | 0.2 | 2 | 1.2 |
| CSc1nc2nccc(-c3ccc(Oc4ccccc4)cc3)n2n1 | x | 1 | 1 | 37 | 2.0 | 12 | 0.9 | 1 | -0.3 | 3 | 0.1 |
| COc1ccccc1NC(C)C(=O)Nc1ccc(C(C)=O)cc1 (stereo unspecified) | 6 | 0.7 | 15 | -1 | 0.8 | 24 | 0.8 | 0.8 | -0.4 | -2 | -0.2 |
| CCN(CC)S(=O)(=O)c1cccc(NC(=O)COC(=O)c2n[nH]c(=O)c3ccccc23)c1 | 9 | 0.5 | -8 | -3 | 1.4 | 10 | 0.9 | 0.9 | -0.3 | -1 | -1.8 |
| FC(F)(F)c1cc(-c2cccs2)nc(-n2cc(Br)cn2)n1 | x | 1 | 1 | 2 | 4.3 | 24 | 0.8 | 0.9 | 0.1 | -11 | -0.8 |
| Cc1cc2nc(SCC(=O)N(C)C)c3c(c2cc1C)CCCC3 | x | 1 | 4 | 93* | -1.7 | 18 | 0.8 | 1 | -0.2 | -21 | -3.0 |
| O=[N+]([O-])c1cccc(/C=N/n2c(COc3ccccc3)n[nH]c2=S)c1 | x | 0.9 | 9 | -5 | 7.5 | 33 | 0.7 | 0.8 | -0.5 | 10 | 0.2 |

Rewritten bar-delimited: entries from further up
mol | S1P3 antagonist | PMI act hi M6P | G6PDH counter | Lmaj promast | RAM inhibit | Diaphorase inh | Diaphorase act | PMI act | Hsp70 act | TLR4 MyD88 comp | Redox H2O2 prof
COC(=O)c1ccc(C(=O)OC)c(NC(=O)CN2CCC(C)CC2)c1 | 7 | 1 | 1 | 4 | 1.1 | 8 | 0.9 | 1 | 0.0 | -11 | 0.1
CSc1nc2nccc(-c3ccc(Oc4ccccc4)cc3)n2n1 | x | 1 | 1 | 37 | 2.0 | 12 | 0.9 | 1 | -0.3 | 3 | 0.1

Additional records:
SMILES	S1P3 antagonist	PMI act hi M6P	G6PDH counter	Lmaj promast	RAM inhibit	Diaphorase inh	Diaphorase act	PMI act	Hsp70 act	TLR4 MyD88 comp	Redox H2O2 prof
CCc1c(C)[nH]c(C(=O)OCc2ccccc2)c1C	-8	0.8	-2	6	-2.0	13	0.9	0.8	0.1	-8	-1.3
COc1ccc(NS(=O)(=O)c2cc(C(=O)N3CCN(C(C)=O)CC3)ccc2Cl)cc1	-14	1	5	-6	1.2	13	0.9	1	-0.1	-4	-0.1
COc1ccc(-c2nc(NC(=O)c3ccccc3)sc2-c2ccc([N+](=O)[O-])cc2)cc1	x	0.9	7	3	5.0	16	0.8	0.9	-0.3	21	-2.3
CC1(C)CC(=O)C(C=Nc2ccc(NC3=C(C#N)C(=O)CC(C)(C)C3)cc2)=C(O)C1	-10	0.4	0	2	4.4	8	0.9	1	0.6	-6	-2.9
[O-]/C(=C(\C(=S)Nc1ccc(Cl)cc1)[n+]1ccccc1)c1ccc(OC(F)F)cc1	-15	0.9	6	6	1.7	4	1	0.9	-0.3	-5	-1.3
CCC(C(=O)Nc1cc(C(=O)Nc2cc(C)ccn2)ccc1Cl)c1ccccc1 (stereo unspecified)	1	0.8	0	81*	0.4	14	0.9	0.9	-0.3	4	0.3
COC(=O)CSc1nnc(-c2cccs2)n1-c1ccc(Cl)cc1	-27	1	-11	-6	1.0	12	0.9	1	-0.1	-10	4.0
COc1ccccc1CN=c1c([N+](=O)[O-])nn(-c2ccc3c(c2)OCCO3)n1O	-3	1	5	98*	3.8	8	0.9	0.9	-0.5	-9	0.1
Cc1ccc(/C=C/C(=O)NC2=NCCS2)cc1	19	1	9	-2	-0.1	-3	1	0.9	-0.3	-11	0.0
O=C(O)c1cccc(S(=O)(=O)N2CCN(C(c3ccccc3)c3ccccc3)CC2)c1	-4	1.2	9	-7	0.1	3	1	1.2	-0.2	0	-1.4
Cn1c(=O)c(C(=O)COC(=O)c2cc(-c3ccco3)nc3ccccc23)c(N)n(Cc2ccccc2)c1=O	-1	1.6	18	99*	4.8	15	0.9	1.4	0.1	-12	0.6
CCc1ccc(CNC(=O)Cn2nc(-c3ccccc3)ccc2=O)cc1	-12	1	8	14	0.2	2	1	1	-0.2	0	-0.6
CCOC(=O)C1(CC)NC(c2ccco2)C2C(=O)N(c3ccc(C)cc3)C(=O)C21 (stereo unspecified)	-21	1	10	-4	3.0	11	0.9	1	-0.3	-10	2.1
Cc1nc2ncnn2c(N2CCN(C(c3ccccc3)c3ccccc3)CC2)c1C	-24	1	-1	68*	0.6	1	1	0.9	-0.4	8	-0.1
CCOC(=O)C1=C(C)NC2=C(C(=O)CC(c3ccc(OC)c(OC)c3)C2)C1c1ccc(C)o1 (stereo unspecified)	3	0.8	7	7	-0.1	24	0.8	0.9	0.1	-7	2.2
O=C(NC(Cc1ccccc1)C(=O)O)C1CCCCC1 (stereo unspecified)	-7	1	-14	1	0.7	6	0.9	1	0.1	5	0.4
CSCCC1C(=O)OC2(C)CC(C)(C)NC(=S)N12 (stereo unspecified)	x	1.1	9	-2	0.6	9	0.9	1.1	-0.1	23	-2.1
O=C(O)CCCn1cc(NC(=O)c2cc(F)c(F)cc2Cl)cn1	3	0.7	7	2	2.2	13	0.9	0.9	-0.1	13	-0.7
CC1CCCCC1NC(=O)COC(=O)CNC(=O)c1cccc(F)c1 (stereo unspecified)	-15	0.8	12	-2	1.7	11	0.9	0.9	-0.1	3	-2.2
O=C(NC1CCCC1)C1CCCN(S(=O)(=O)c2cnc[nH]2)C1 (stereo unspecified)	-8	0.9	6	-9	2.5	14	0.9	0.9	-0.4	-10	-1.1
CCOC(=O)C1CCN(Cc2cnc(NC(=O)OC)s2)CC1	10	1	8	-1	2.0	10	0.9	1	-0.1	-10	1.8
COc1cccc(NC(=O)c2ccc(NC(=O)C3CC(=O)OC34CCCCC4)cc2)c1 (stereo unspecified)	17	1	14	5	3.1	-6	1.1	1.1	-0.2	2	3.8
O=C1CC(c2ccc(Br)cc2)NC(c2ccc(Br)cc2)C1c1ccccc1 (stereo unspecified)	0	1	1	90*	1.4	11	0.9	0.9	0.0	-3	3.2
CN(C)CC(O)CN1C(=O)N(CN2C(=O)N(CC(O)CN(C)C)C(=O)C2(C)C)C(C)(C)C1=O (stereo unspecified)	-7	1	10	-1	0.9	1	1	1	-0.2	-9	-0.4
COc1cc(SC)ccc1C(=O)OCC(=O)NC1CCCC1	-10	1.1	20	-3	-0.4	-10	1.1	1	0.0	-8	-0.1
O=C(Cc1noc2ccccc12)Nc1ccc2ccccc2c1	x	0.9	-2	-6	3.2	19	0.8	1	-0.2	-9	0.3

Rows were taken by chance; any-hit rate near 12%.
